Screening results from PubChem BioAssay.
SW480 rerep = induces DNA re-replication in SW480 colon adenocarcinoma cells | SW480 DNA re-replication, Hoechst DNA content imaging, 48 h | Potency, µM (doses to about 46.1 µM), without a hit: at the highest dose re-replication activation, usual class: activators | 1.8% of 340,000 active | AID 624297; further: % of control where 0% means no effect; nearly all actives have a fitted effect of over 55% in size
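DNA re-replication was detected as more nuclei of elevated Hoechst intensity after 48 hr exposure to compound (23 nL pinned per well of 250 cells).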
TDP-43 yeast inh = rescues yeast growth from TDP-43 toxicity. Potency, µM (doses to about 46.1 µM), inactives show top-dose growth rescue (activation), actives largely listed as activators. AID 652104. TDP-43 expressing yeast growth rescue, BacTiter-Glo, 24 h. 1.8% of 410,000 active; further: % of control where 0% means no effect; nearly all actives have a fitted effect of over 50% in size
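Yeast cells expressing TDP-43 under galactose induction are exposed to compounds for 24 hr at 30 deg C. BacTiter-Glo luminescence measures growth, so protective compounds score as activators.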
GLP1R ag = agonists of human GLP-1 receptor. HEK293 GLP-1R CRE-luciferase, luminescence, 4-6 h; cells express a hypersensitive GLP-1R form. Potency, µM (highest dose often 45.6 µM), without a hit: top-dose activation, actives largely listed as activators. 0.007% of 380,000 active. AID 624172; further: % of control where 0% means no effect
Target sequence (P43220 whole entry, looked up): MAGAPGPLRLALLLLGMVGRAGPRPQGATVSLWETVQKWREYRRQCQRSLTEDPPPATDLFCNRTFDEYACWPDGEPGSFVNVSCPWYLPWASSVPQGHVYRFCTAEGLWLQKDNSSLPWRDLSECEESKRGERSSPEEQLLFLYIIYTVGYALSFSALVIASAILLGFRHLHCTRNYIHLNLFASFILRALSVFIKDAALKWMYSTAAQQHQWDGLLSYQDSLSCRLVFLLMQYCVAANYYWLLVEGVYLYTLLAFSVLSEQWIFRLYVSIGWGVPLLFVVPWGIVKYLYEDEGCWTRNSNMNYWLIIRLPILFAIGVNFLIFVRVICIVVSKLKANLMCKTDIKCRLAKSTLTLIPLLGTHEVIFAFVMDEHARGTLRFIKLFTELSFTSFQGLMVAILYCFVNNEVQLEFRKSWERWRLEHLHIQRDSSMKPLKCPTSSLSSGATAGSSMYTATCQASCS
GLP1R cytotox = cytotoxicity in counter-screen for GLP-1R inverse agonists; HEK293 cAMP-luciferase reporter cells, luminescence, 24 h; Potency, µM (series often up to 38.3 µM), without a hit: at the highest dose activity change, negative = inhibition, actives largely listed as inhibitors; 0.13% of 410,000 active; AID 624418;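 further: loss of luciferase light is scored as toxicity; on the % scale 0 is the no-effect control and ±100 the full control effect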
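A 23 nL compound transfer followed 12 hours of cell culture at 37 deg C; exposure then lasted 24 hr. Luciferase assay detection reagent was dispensed and plates read for luminescence after a 12 min room-temperature wait.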
HT1080NT lethal = kills 2HG-producing HT-1080-NT fibrosarcoma cells. 1.6% of 360,000 active. Potency, µM (highest dose often 46.1 µM), for inactives: at the top dose activity, negative = less viability, most hits filed as cytotoxic. HT-1080-NT fibrosarcoma viability, CellTiter-Glo ATP luminescence, 48 h. AID 686970;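 further: NT is the 2HG producing partner of a matched IDH1 knockdown line; 0% = DMSO-treated cells and -100% = media-only wells without cells; nearly all actives have a fitted effect of over 55% in size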
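750 cells/well, RPMI + 5% FBS; 2 h settle, compound pin-transfer, 48 h at 37 degrees C. CellTiter-Glo 10 min RT, luminescence. Normalized to DMSO and media-only wells.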
KB-V1 cytotox = kills drug-selected multidrug resistant KB-V1 cells; AID 1347076; Potency, µM (highest dose often 46.1 µM), inactives show at the top dose activity change, negative = cytotoxicity, actives largely listed as cytotoxic; 3.4% of 400,000 active; KB-V1 MDR cells viability, CellTiter-Glo, 72 h; further: on the % scale 0 is the no-effect control and ±100 the full control effect; nearly all actives have a fitted effect of over 60% in size
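Following 72 h at 37 degrees C with compound, KB-V1 cell viability was read by CellTiter-Glo luminescence, medium being phenol-red-free DMEM plus 10% FBS; concentration-response parameters came from normalized, curve-fitted qHTS data.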
HT1080 IDH1KD tx = kills HT-1080 cells with IDH1 knockdown | HT-1080 IDH1 knockdown viability, ATP luminescence, 48 h | Potency, µM (top dose mostly 46.1 µM), for the others: top-dose activity, negative = toxicity, hits mostly cytotoxic | 2% of 360,000 active | AID 686971;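 further: 0% = DMSO wells and -100% = cell-free medium wells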
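Knockdown cells (IDH1KD HT-1080) received compounds 2 h after plating at 750 cells/well and were kept 48 h at 37 °C in 5% FBS RPMI. A CellTiter-Glo luminescence read gave % activity for curve fitting.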
GLP-1R inv ag = GLP-1 receptor (human) inverse agonism; P43220; Potency, µM (series often up to 38.3 µM), for the others: at the top dose activity change, negative = inhibition, usual class: inhibitors; HEK293 GLP-1R CRE-luciferase, luminescence, 24 h; GLP-1R form is constitutively active; AID 624417; 1.6% of 410,000 active; further: on the % scale 0 is the no-effect control and ±100 the full control effect; nearly all actives have a fitted effect of over 55% in size
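Constitutively active GLP-1R drives a cAMP-responsive luciferase in stably transfected HEK293 cells; test compounds are added after overnight (12 h) attachment and left 24 hr, and signal loss in luminescence marks inhibition.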
KB-3-1 cytotox = kills parental KB-3-1 adenocarcinoma cells. KB-3-1 viability, CellTiter-Glo ATP luminescence, 72 h. 1.4% of 400,000 active. Potency, µM (series often up to 46.1 µM), inactives show top-dose activity change, negative = cytotoxic, actives largely listed as cytotoxic; further: on the % scale 0 is the no-effect control and ±100 the full control effect; nearly all actives have a fitted effect of over 60% in size
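Cytotoxicity measured as CellTiter-Glo luminescence after 72 h at 37 C. Compound titrations were pinned onto drug-naive KB-3-1 parental adenocarcinoma cells grown in DMEM with 10% FBS, and normalized data fitted to concentration-response curves.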
The depositor's hits bear a star; ? = inconclusive; / = no result given; & = joins results of further samples; [ ] = another dose, or the depositor's remark. The call rests on the fitted dose curve; in most records, active means well fitted curve in the direction sought with a large enough effect; inconclusive means small, poorly fitted or top-dose-only effect, or another doubt; inactive means no such curve, though single readings can be large; an effect the other way counts as inactive or inconclusive. Potency means the concentration at half of the fitted maximal effect. Hits appear at their usual frequency; about 9.4% have a hit in one of these screens.

Structure,SW480 rerep,TDP-43 yeast inh,GLP1R ag,GLP1R cytotox,HT1080NT lethal,KB-V1 cytotox,HT1080 IDH1KD tx,GLP-1R inv ag,KB-3-1 cytotox
CCCC(=O)Nc1ccc2c(c1)nc(CCN1CCCCC1)n2C,-1%,-10%,15%,-5%,5%,0%,13%,-11%,37%
Nc1c(C(=O)NCC2CCCO2)sc2nc3c(c(-c4ccco4)c12)CC/C3=C\c1ccco1 (centres undefined),14%,-5%,-24%,-12%,-2%,0%,0%,5%,-16%
Cc1cccc(OCCC(=O)Nc2c(C)n(C)n(-c3ccccc3)c2=O)c1,-2%,-12%,-7%,-1%,0%,3%,2%,-13%,-4%
O=C(O)COc1ccc(/C=N/Nc2nc(Nc3ccccc3)nc(N3CCCCC3)n2)cc1,5%,-23%,0%,?,-2%,-29%,3%,-26%,-11%
Cc1ccccc1C(=O)N1CCC(C(=O)NC(C)c2ccc(-n3ccnc3)cc2)CC1 (centres undefined),2%,-3%,-7%,5%,2%,/,5%,17%,/
CC(C)(C)NC(=O)C1Cc2ccccc2CN1 (centres undefined),?,-16%,2%,-3%,-1%,0%,0%,4%,0%
CCOc1ccc(C(=O)OC(C)C(=O)N2CCN(Cc3ccccc3)CC2)cc1 (centres undefined),6%,3.2µM*,6%,0%,-1%,0%,1%,?,10%
CCOC(=O)C1(CCc2ccccc2)CCN(C(=O)CCc2cnccn2)CC1,3%,-12%[0.397 µM],28%,0%,5%,-16%,8%,?,12%
CC(C)(C)CNC(=O)C1(C)CCN1C(=O)Cc1ccc(-c2ccccc2)cc1 (centres undefined),/,?,10%,-7%,-21%,3%,?,?,0%
Cc1onc(-c2c(F)cccc2Cl)c1C(=O)Nc1c(C)n(C)n(-c2ccccc2)c1=O,?,-6%,0%,-32%,6%,3%,11%[9.24 µM],-20%,15%
CCOc1nc2cnccc2n(CC(=O)Nc2c(F)c(F)cc(F)c2F)c1=O,-8%,6%,-6%,-9%,3%,-10%,8%,-15%,0%
CCN1CCCC1CNC(=O)C1CCCN(S(=O)(=O)c2cccc3nsnc23)C1 (centres undefined),4%,-2%,-2%,6%,-2%,18%,0%,-1%,15%
Cc1ccc(NC(c2ccccc2)c2nc3ccccc3[nH]c2=O)cc1 (centres undefined),-1%,16%,-3%,3%,3%,0%,3%,7%,2%
COc1ccc(N(Cc2cccs2)C(=O)COc2ccc(C(C)C)cc2)cc1,/,-31%[inhibitor],/,?,/,?,/,?,-9%
Cc1noc(C)c1NC(=O)N(C)C[C@H]1OCCCC[C@@H](C)Oc2ccc(NC(=O)Nc3ccc(F)cc3)cc2C(=O)N([C@@H](C)CO)C[C@H]1C,/,14%,-7%,-9%,-14%,-19%,-1%,12%,6%
CCC1CCCCN1CCCNC(=O)Cn1c(=O)c2cccn2c2ccccc21 (centres undefined),?,-17%,2%,7%,8%,-1%,24%,-1%,18%
CCOC(=O)N1CCN(C2=CC(=O)OC23CCCCC3)CC1,5%,-1%,-4%,0%,-11%,0%,0%[9.24 µM],0%,-1%
CCOC(=O)c1c(NC(=O)C[n+]2ccc(N(C)C)cc2)sc(C)c1C,-25%,-12%,1%,-4%,0%,7%,-1%,-9%,?
O=C(COc1ccccc1[N+](=O)[O-])OCC(=O)N1CCC(Cc2ccccc2)CC1,12%,-1%,-8%,2%,9%,0%,5%,3%,17%
COC(=O)C1=C(C)NC(C)=C(C(=O)OC)C1C(=O)OCCN1C(=O)c2ccccc2C1=O,-1%&-7%,-14%&3%,14%&1%,-6%&9%,22%&-1%,-1%&10%,16%&10%,2%&24%,13%&1%
Cc1c(NC(=O)CC(C)C)c(=O)n(-c2ccccc2)n1C,-13%,15%,0%,8%,25%,-10%,8%,-1%,2%
COc1ccc(NC(=O)CSCC(=O)N2CCN(c3cccc(C(F)(F)F)c3)CC2)cc1,-7%,23%,-1%,-18%,-4%,2%,-1%,?,15%
CN(C)S(=O)(=O)N(CC(=O)NCCSCc1ccc(Cl)cc1)c1ccccc1,-1%,-10%[9.22 µM],15%,5%,-6%,?,1%,8.9µM*,-3%
CCOc1ccc(-n2c(Cc3ccccc3)nnc2SCc2c(C)noc2C)cc1,-4%,14%,2%,-13%,2%,?,0%[9.24 µM],?,17%
CN1CCN(c2ccccc2NC(=O)c2c(F)cccc2F)CC1,-3%,21%,-2%,0%,-7%,13%,-5%,2%,14%
COC1=CC(=O)OC(c2cccc(C(F)(F)F)c2)C1 (centres undefined),/,?,/,-10%,-10%,-5%,-10%,-11%,-12%
COC(=O)c1cc(N2CCNCC2)nc2ccccc12,10µM*,3%,2%,74%[activator],-17%,-16%,-19%,24%,18%
CSc1cccc(NC(=O)/C=C/c2ccccc2)c1,-3%,-34%[inhibitor],3%,-5%,-6%,-13%,?,?,4%
O=C(O)COc1ccccc1-c1ccccc1,-4%,14%,-3%,2%,1%,17%,10%,1%,9%
C#CCOCCOCCOCCNc1nc(N2CCN(C(=O)[C@H](CCCCN)n3cc([C@@H](N)C(C)CC)nn3)CC2)nc(N2CCN(C(=O)[C@H](Cc3cc4ccccc4[nH]3)n3cc([C@@H](N)C(C)CC)nn3)CC2)n1 (some centres undefined),0%,24%,1%,0%,6%,0%,-15%,-1%,?
Cc1ccc(S(=O)(=O)N2CCC(=O)N(CCOC(=O)Nc3ccc(C)c(C)c3)CC2)cc1,-55%[inhibitor][9.22 µM],16%,6%,-6%,2%,-5%,-5%,-9%,0%
Cc1c(Cl)cccc1NC(=O)CCCn1nc([N+](=O)[O-])cc1C,-3%,-12%,15%,-5%,22%,-19%,16%,4%,?
Cc1ccc(NC(=O)CCS(=O)(=O)c2cc3c4c(c2)CCN4C(=O)CC3)c(C)c1,/,?,/,3%,/,0%,/,8%,2%
CC(C)c1ccc(S(=O)(=O)N2CCN(C(=O)CN3C(=O)c4ccccc4C3=O)CC2)cc1,-1%,1%,13%,0%,5%,9%,10%,3%,4%
COc1cccc(CNC(=O)c2cc3c(=O)oc4ccc(C)cc4c3s2)c1,/,7%,0%,-1%,/,0%,/,1%,13%
Cc1cccc(OCC(=O)N2CCN(C(=O)c3ccco3)CC2)c1,2%,23%,9%,0%,13%,10%,19%,23%,4%
COc1ccc(C(=O)NC2CCN(CC(=O)N3CCCCC3)CC2)cc1,-10%,-5%,3%,4%,26%,0%,16%,6%,12%
Cc1cc(C)cc(N(CC(=O)N2CCOCC2)S(=O)(=O)c2ccccc2)c1,-4%,17%,0%,-2%,18%,?,17%,-2%,6%
CCc1ccc(N2CC(C(=O)OCC(=O)NC3CC3)CC2=O)cc1 (centres undefined),-3%,-18%,7%,1%,27%,4%,26%,6%,12%
CC(C)OC(=O)CSc1nc(Cc2cccs2)nc2ccccc12,?,-20%,5%,5%,-3%,-12%,-2%,?,?
COc1ccc(OCC(=O)N/N=C(\C)CC(=O)Nc2cccc([N+](=O)[O-])c2)cc1,-62%[inhibitor],12%,5%,1%,-5%,13%,4%,-25%,0%
COc1ccc(-c2cc(C(=O)NCc3ccc(F)cc3)no2)cc1,/,15%,/,-8%,/,-15%,/,6%,18%
COc1ccc(NC(=O)CN(C)S(=O)(=O)c2ccc3c(c2)CC(C)N3C(C)=O)cc1OC (centres undefined),?,5%,-1%,-6%,-6%,-10%,-3%,6%,-21%
NS(=O)(=O)c1ccc(NC(=O)COC(=O)c2cnccn2)cc1,-73%[inhibitor][1.84 µM],/,0%,0%,11%,12%,17%,11%,-2%
O=C(Nc1cccc(C(F)(F)F)c1)C1CCCN1S(=O)(=O)c1cccc2cccnc12 (centres undefined),-8%,-3%,5%,-25%,-9%,2.6µM*,-28%,?,-8%
CCCCOc1ccc(C(=O)N/C(=C\c2ccc([N+](=O)[O-])cc2)C(=O)OCc2ccco2)cc1,-6%,-7%,-1%,5%,-6%,-27%,-9%,-8%,-15%
CC(=O)c1ccc2cccc3c2c1N=CN3C,?,-11%,1%,107%[activator],0%,-21%,-14%,6%,15%
Cc1ccc(S(=O)(=O)Oc2ccc(/C=N/NC(=O)c3ccncc3)cc2)cc1,-4%,-4%,0%,-8%,-3%,-2%,-19%,-7%,-13%
CCN(CC)CCCNc1oc(-c2ccc(OC)c(OC)c2)nc1C#N,-3%,-2%,-2%,-9%,-2%,-16%,0%,?,2%
Cc1[nH]c(C)c(S(=O)(=O)Nc2ccccc2Cl)c1C(=O)N1CCCC1,0%,0%,5%,0%,9%,?,12%,11%,26%
CCOc1ccccc1N1CC(C(=O)Nc2cc(Cl)ccc2-n2cncn2)CC1=O (centres undefined),-3%,-5%,11%,2%,-13%,4%,-8%,-2%,1%
Cc1c(C)c2ccc(OCC(=O)NCc3ccccn3)cc2oc1=O,-9%,0%,8%,0%,13%,-2%,21%,52%[activator],17%
CCOC(=O)c1c(C)[nH]c(C(=O)OCC(=O)N2c3ccccc3CC2C)c1C (centres undefined),3%,17%,-1%,-17%,-23%,?,-23%,8.9µM*,-11%
CCOc1ccccc1NC(=S)N(CCCN1CCOCC1)Cc1cn(C)c2ccccc12,?,7%,3%,-1%[1.53 µM],-5%,?,-8%,?,0%

One compound at a time, from the list above. Screens in order: SW480 rerep	TDP-43 yeast inh	GLP1R ag	GLP1R cytotox	HT1080NT lethal	KB-V1 cytotox	HT1080 IDH1KD tx	GLP-1R inv ag	KB-3-1 cytotox
CC(C)c1ccc(S(=O)(=O)N2CCN(C(=O)CN3C(=O)c4ccccc4C3=O)CC2)cc1 reads -1%	1%	13%	0%	5%	9%	10%	3%	4%
CCc1ccc(N2CC(C(=O)OCC(=O)NC3CC3)CC2=O)cc1 (centres undefined) reads -3%	-18%	7%	1%	27%	4%	26%	6%	12%
